LDHA block: LDHA (human) enzyme inhibition | activity change, % (values are at about 110 or 230 µM) | purified LDHA, NADH/diaphorase-resazurin fluorescence; hits give low values | AID 1347041 | 480,000 tested, 0.15% active | P00338; in the data active means activity change below about -30%;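 further: plate controls were DMSO wells for no effect and wells without enzyme for full effect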
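Remaining NADH was detected by diaphorase (0.133 mg/mL) converting 37 µM resazurin to fluorescent resorufin, read at 0 and 20 minutes. The preceding 5-minute room-temperature reaction used 2 nM LDHA, 0.2 mM sodium pyruvate and 0.06 mM NADH at pH 7.4.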
Active calls of the source: *. The list is partial; the hit share may differ from the screen's.

mol | LDHA block
O=C(CCN1CCCCC1)Nc1c(-c2ccccc2)c2cc(Br)ccc2[nH]c1=O | 21
CCOC(=O)c1sc(NC(C)CC)nc1C(F)(F)F (stereo not drawn) | -8
COc1ccccc1CNC(=O)C1CCCN(S(=O)(=O)c2cc(-c3noc(C)n3)ccc2C)C1 (stereo not drawn) | 4
CN(Cc1ccc(C(F)(F)F)cc1)C(=O)c1cc(C2CC2)nc2ccccc12 | 4
O=C(CCCc1nc2ccccc2o1)NCc1ccc(F)cc1 | 1
FC(F)(F)c1cccc(Nc2nc(CN3CCOCC3)nc3sc4c(c23)CCCC4)c1 | 7
CC(C)C[C@@H](CN1CCCC1CN1C(=S)NC[C@@H]1Cc1ccccc1)N1C[C@H](Cc2ccc(O)cc2)N(CC2CCCCC2)C1=S (stereo partly drawn) | -1
CCCc1cc(=O)oc2cc(C)cc(OCC(=O)NCCCO)c12 | -2
CCOCCOC(C)C(=O)N(CC(=O)OCC)CC(C)C (stereo not drawn) | 3
CC(C)C[C@@H](CN1CCCC1CN1C(=S)NC[C@@H]1Cc1ccccc1)N1C[C@H](Cc2ccc(O)cc2)N(CCc2ccccc2)C1=S (stereo partly drawn) | -4
N#C/C(=C/c1ccco1)C(=O)Nc1ccc(N2CCOCC2)cc1 | 7
O=[N+]([O-])c1cc(NS(=O)(=O)c2cc(Cl)sc2Cl)ccc1F | -8
CC(Sc1nc(C(F)(F)F)nc2ccccc12)C(=O)NC(C)(C)C (stereo not drawn) | -1
Cc1ccc(/C(=N/O)c2oc3ccc4c(C)cc(=O)oc4c3c2-c2ccccc2)cc1 | 0
Cc1ccc(-c2cc(C(=O)OC(C)C(=O)NC(=O)NC3CCCC3)c3ccccc3n2)o1 (stereo not drawn) | 0
CCOc1ccccc1/C=C(/C#N)C(=O)c1cccc(OC)c1 | 3
O=C(/C=C/c1ccc(Br)cc1)c1ccc(Cl)cc1 | 11
Brc1ccccc1-c1nnc(CN2CCc3ccccc3C2)o1 | 0
COc1ccc2c(c1)c1nnc(SC(C)C)nc1n2C | -6
COC(=O)c1ccc(OC(=O)c2cc(OC)cc(OC)c2)cc1 | 11
CCOC(=O)C1C(=O)C=C(c2ccc(Br)cc2)CC1c1ccccc1 (stereo not drawn) | -4
Cc1ccc(C)c(OCC(=O)Nc2ccc(-c3nc4ccccc4o3)cc2)c1 | 2
CCCOC(=O)C(C#N)c1nc2ccccc2nc1Cl (stereo not drawn) | -6
Cc1ccc(NC(=O)CSc2n[nH]c(=O)c3cc(-c4ccco4)nn23)cc1C | -2
CN(C(=O)Cn1cccc1-c1nc(-c2ccc(F)cc2)no1)c1ccccc1 | 38
Cc1ccc(NC(=O)CSC2=NS(=O)(=O)c3ccccc3N2Cc2ccccc2)c(Cl)c1 | -4
Cc1[nH]c2ccc(C(=O)N(C)CCOc3ccccc3)cc2c1C | 9
CCOc1ccccc1NC(=O)Cc1nn(C)c(=O)c2ccccc12 | 10
c1nc(NCCc2cnc[nH]2)c2ccc(-c3ccc4c(c3)OCO4)cc2n1 | 10
Cc1nc2cc(NC(C)c3nc(C(C)(C)C)no3)ccc2o1 (stereo not drawn) | 2
Oc1cc(C2CCCCC2)ccc1C1CCCCC1 | 0
CC(SC(=S)N(C)C)C(=O)NC(C)c1ccc(F)cc1 (stereo not drawn) | -2
Fc1ccc(NCC23CC4CC(CC(C4)C2)C3)cc1 | 1
Fc1ccc(CNCCN2CCCC2)cc1F | 3
COc1cccc(NCc2cc(=O)n3[nH]c(-c4ccc(C)cc4)nc3n2)c1 | 11
O=C(Nc1cc(Cl)ccc1Cl)c1ccccc1-c1ccccc1 | 0
CCOc1ccc(/C(O)=C2\C(=O)C(=O)NC2c2ccc(Cl)cc2)cc1 (stereo not drawn) | 10
CCC(C)(C)C1CCc2c(sc(NC(=O)c3ccccc3C)c2C#N)C1 (stereo not drawn) | 5
Cc1ccc(NC(=O)N2CCSc3ncccc32)cc1Cl | 8
CCCCCCCCOc1ccc(OC(=O)c2ccncc2)cc1 | 0

Some of the entries above, reformatted.
LDHA block	SMILES
-2	CC(SC(=S)N(C)C)C(=O)NC(C)c1ccc(F)cc1 (stereo not drawn)
1	Fc1ccc(NCC23CC4CC(CC(C4)C2)C3)cc1

Continued:
mol | LDHA block
COc1cc(C)c(S(=O)(=O)N2CCN(c3cc(N4CCCC4)nc(C)n3)CC2)cc1C | 0
CCOC(=O)NCc1ccc(OC)cc1 | -1
CCCCC[C@@H](C)N1C[C@@H](COCc2ccccc2)Oc2cc(N3CC[C@H](O)C3)ccc2S1(=O)=O | 5
O=C(CCc1ncc(-c2ccc(F)cc2F)o1)NCc1ccc2c(c1)OCO2 | 6
O=C(O)c1cc([N+](=O)[O-])ccc1OC(F)F | 0
C=CCNC(=O)c1ccccc1NC(=O)c1ccccn1 | 9
O=C(Cc1ccc2c(c1)CCC2)Nc1ccc(-c2nccs2)cc1 | 10
O=C(NCCN1CCCC1)C1CCN(c2nnc(-n3cccc3)s2)CC1 | 0

Copied from the entries so far, 26 compounds:
mol | LDHA block
CCCOC(=O)C(C#N)c1nc2ccccc2nc1Cl (stereo not drawn) | -6
Cc1ccc(NC(=O)CSc2n[nH]c(=O)c3cc(-c4ccco4)nn23)cc1C | -2
CN(C(=O)Cn1cccc1-c1nc(-c2ccc(F)cc2)no1)c1ccccc1 | 38
Cc1ccc(NC(=O)CSC2=NS(=O)(=O)c3ccccc3N2Cc2ccccc2)c(Cl)c1 | -4
Cc1[nH]c2ccc(C(=O)N(C)CCOc3ccccc3)cc2c1C | 9
CCOc1ccccc1NC(=O)Cc1nn(C)c(=O)c2ccccc12 | 10
c1nc(NCCc2cnc[nH]2)c2ccc(-c3ccc4c(c3)OCO4)cc2n1 | 10
Cc1nc2cc(NC(C)c3nc(C(C)(C)C)no3)ccc2o1 (stereo not drawn) | 2
Oc1cc(C2CCCCC2)ccc1C1CCCCC1 | 0
CC(SC(=S)N(C)C)C(=O)NC(C)c1ccc(F)cc1 (stereo not drawn) | -2
Fc1ccc(NCC23CC4CC(CC(C4)C2)C3)cc1 | 1
Fc1ccc(CNCCN2CCCC2)cc1F | 3
COc1cccc(NCc2cc(=O)n3[nH]c(-c4ccc(C)cc4)nc3n2)c1 | 11
O=C(Nc1cc(Cl)ccc1Cl)c1ccccc1-c1ccccc1 | 0
CCOc1ccc(/C(O)=C2\C(=O)C(=O)NC2c2ccc(Cl)cc2)cc1 (stereo not drawn) | 10
CCC(C)(C)C1CCc2c(sc(NC(=O)c3ccccc3C)c2C#N)C1 (stereo not drawn) | 5
Cc1ccc(NC(=O)N2CCSc3ncccc32)cc1Cl | 8
CCCCCCCCOc1ccc(OC(=O)c2ccncc2)cc1 | 0
COc1cc(C)c(S(=O)(=O)N2CCN(c3cc(N4CCCC4)nc(C)n3)CC2)cc1C | 0
CCOC(=O)NCc1ccc(OC)cc1 | -1
CCCCC[C@@H](C)N1C[C@@H](COCc2ccccc2)Oc2cc(N3CC[C@H](O)C3)ccc2S1(=O)=O | 5
O=C(CCc1ncc(-c2ccc(F)cc2F)o1)NCc1ccc2c(c1)OCO2 | 6
O=C(O)c1cc([N+](=O)[O-])ccc1OC(F)F | 0
C=CCNC(=O)c1ccccc1NC(=O)c1ccccn1 | 9
O=C(Cc1ccc2c(c1)CCC2)Nc1ccc(-c2nccs2)cc1 | 10
O=C(NCCN1CCCC1)C1CCN(c2nnc(-n3cccc3)s2)CC1 | 0

(continued)
mol | LDHA block
CCN(CC)S(=O)(=O)c1ccc(NC(=O)COc2ncnc3ccc(Br)cc23)cc1 | 8
Cc1cc2nc(-c3ccccc3)c(Cc3ccsc3)n2c(C)c1Br | -8
COc1ccc2nc(C)c(C(=O)OCC(=O)NCC3CCCO3)cc2c1 (stereo not drawn) | 0
CCc1ccc(-c2cc3c(=O)[nH]nc(SCC(=O)NC4CCCCC4)n3n2)cc1 | -7
CCC(=O)N1CCc2cc(Br)c(S(=O)(=O)CCC(=O)NCCC(C)C)cc21 | -11
Cc1oc2cc(OC(=O)C(C)(C)C)ccc2c(=O)c1-c1ccccc1 | -10
Cc1ccc(CNC(=O)Nn2cnc3ccccc32)cc1 | 0
O=C(Nc1ccc(OCc2ccccc2)cc1)C1CCN(S(=O)(=O)Cc2cccc(Cl)c2)CC1 | 1
C/C(N)=C(/C#N)C(NC(=O)c1ccco1)(C(F)(F)F)C(F)(F)F | 4
CNC(=S)NNC(=O)CSCc1ccccc1 | 2
O=C(CCCOC(=O)c1c(F)cccc1Cl)c1ccc(Br)cc1 | 10
Cc1ccccc1CNC(=O)CSc1cccs1 | 7
O=C(c1ccccc1)[C@@H]1[C@@H](C(=O)c2ccco2)[C@@]2(C(=O)Nc3ccccc32)[C@H]2c3ccccc3C=CN12 | 42
CCCCCCCCN1c2ccccc2S(=O)c2ccccc21 | -7
CC(C)(C)c1ccc(-c2nc(C#N)c(NCc3ccccc3)o2)cc1 | 12
CC(=O)c1ccc(N2CCN(C(=O)Cn3cnc(S(=O)(=O)N4CCOCC4)c3)CC2)cc1 | -1
CC(C(=O)Nc1ccccc1F)N(C)Cc1ccc2c(c1)OCCO2 (stereo not drawn) | -21
Ic1cc2c(-c3ccccc3)c(-c3ccccc3)[nH]c2c2ccccc12 | 1
CC(C)C(=O)N(Cc1ccccn1)C1CC1 | -1
COCCN1C(=O)CN(S(C)(=O)=O)CC1(C)C(=O)Nc1ccc2c(c1)OCCO2 (stereo not drawn) | 3
Cc1[nH]c2ccc(F)cc2c1CC(=O)NCC(C)C | 14
N#CC(Cc1ccccc1)Sc1ccccc1 (stereo not drawn) | -3
COc1ccc(Cl)cc1Nc1ncnc2c1c(-c1ccccc1)cn2-c1cccc(C(F)(F)F)c1 | 4
C(#CCN1CCN(C(c2ccccc2)c2ccccc2)CC1)COCc1ccccc1 | 2
COc1cc(Nc2nc3ccccc3nc2NS(=O)(=O)c2cccc(C)c2)cc(OC)c1 | 5
O=C(c1cc(F)ccc1F)N(C1CCCC1)C1CC1 | -1
CC1CCN(C(NC(=O)c2cccs2)C(=O)c2ccccc2)CC1 (stereo not drawn) | 0
CC(C)Cn1cnc2c1c(=O)n(CC(=O)OCc1ccc(F)cc1)c(=O)n2Cc1ccccc1 | 7
CCN(CC)CCNc1nc(C23CC4CC(CC(C4)C2)C3)cs1 | 4
N#CCN(Cc1ccccc1)Cc1cc(Cl)c2c(c1)OCCCO2 | 6
Cn1c(=O)c2c(nc(Oc3ccc4c(c3)OCO4)n2Cc2cccc(F)c2)n(C)c1=O | -13
CC(=O)C[C@@H]1OC[C@H](C(C)C)N1S(=O)(=O)c1ccc(C)cc1 | -5
Cc1cc(C)c(/C=C/C(=O)O)cc1C | 3
Cc1cc2cc(NC(=O)c3cccc(C)c3C)ccc2[nH]1 | -1
c1ccc(Cn2ccnc2)c(CNC2CCCCCC2)c1 | 2
CCn1c(=O)c(-c2noc(C(=O)N3CCC(c4ccccc4)C3)n2)nn(-c2ccccc2)c1=O (stereo not drawn) | -3
CCN(CC)C(=S)SCC(=O)NC(=O)c1ccc[nH]1 | 4
CC(NC(=O)NCC(=O)NCC(F)(F)F)c1cccc(C(F)(F)F)c1 (stereo not drawn) | -3
COc1cc(CNC(=O)C(C)Oc2ccccc2)ccn1 (stereo not drawn) | 1
O=C(COC(=O)CCC(=O)c1ccc(Cl)cc1)NC1CCCCCCC1 | -9
CC(=O)c1ccc(NC(=O)C(C)Oc2cccc(F)c2)cc1 (stereo not drawn) | 4
COC(=O)C[C@@H]1OC[C@H](Cc2ccccc2)N1S(=O)(=O)c1ccc(C)cc1 | -3
CC(Sc1nnc(-c2cccs2)n1C1CC1)C(=O)NC(C)(C)C (stereo not drawn) | 2
O=S(=O)(c1cccc2nsnc12)N1CCCC1c1ccccc1Cl (stereo not drawn) | 7
CCc1ccc2oc(C(=O)Nc3ccc(S(=O)(=O)Nc4cc(C)nc(C)n4)cc3)cc(=O)c2c1 | -4
COc1ccccc1Cn1ccnc1SCC(=O)Nc1ccc(C(C)=O)cc1 | 4
CCCCCc1c(-c2cccc(Cl)c2)ncn1CCc1ccccc1OC | 1
COc1cccc(C(=O)NCC(=O)O)c1 | -1
CCc1ccc(NC(=O)OC)cc1 | 1
c1ccc(N2CCN(c3nc(N4CCCC4)c4nccnc4n3)CC2)cc1 | 21
COc1ccc2cc(C(C)C(=O)Nc3cccc4cccnc34)ccc2c1 (stereo not drawn) | 5
O=C(c1nc2nc(-c3ccco3)cc(C(F)(F)F)n2n1)N1CCOCC1 | 2
COC(=O)Cc1csc(NC(=O)Cc2c(C)c3ccc(O)cc3oc2=O)n1 | -2
Cc1ccc(C(=O)N(C)Cc2ccsc2)s1 | 5
O=C(Nc1ccc2c3c(cccc13)CC2)c1ccc(F)cc1 | -6
Cc1cc(C)cc(N(C)C(=O)C2CCN(c3oc(-c4ccco4)nc3C#N)CC2)c1 | 0

Other compounds:
mol | LDHA block
O=C(CSc1nnc(-c2ccccc2)n1-c1ccc(Cl)cc1)Nc1ccc2cn[nH]c2c1 | 8
COc1ccccc1NC(=O)CSc1nc2ccsc2c(=O)n1C | 2
CCC(CC)NC(=O)CSc1nc2ncccc2c(=O)n1-c1ccccc1 | -3
Cc1ccc(C(=O)C(C)Oc2ccc(C#N)cc2)cc1 (stereo not drawn) | 2
